TAG inh: reduces triacylglycerol accumulation in H9c2 cells. Nile Red lipid (TAG) fluorescence; cells loaded with 200 µM oleic acid. inhibition, % at 12.5 µM. 0.66% of 230,000 active. AID 651582;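 active = pattern-corrected inhibition of lipid staining of at least 50% with the nuclear-stain viability signal not falling by more than 50%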;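 note: 0% = DMSO wells and 100% = triacsin C control wells; some results filed as inactive read as strong as hits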
TAG inh DAPI viability: recorded beside TAG inh, whose call it bears; DAPI nuclei signal change (viability), lower = more cytotoxic, %;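 whole-well DAPI fluorescence read on a plate reader as a viability signal; minus 50 percent equals half of cells still viable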
* hit, by the source's call.

SMILES	TAG inh	TAG inh DAPI viability
O=C(c1ccc(=O)n(Cc2ccccc2)n1)N1CCN(C/C=C/c2ccccc2)CC1	-1	5
Nc1ccc(N2CCCCC2)c(Cl)c1	16	-5
CCOc1ccc(NC(=O)CN2C(=O)NC(C)(c3ccc4c(c3)OCCCO4)C2=O)cc1OCC (configuration not stated)	25	-6
CCc1ccc(C(=O)NNC(=O)CC2OC(=O)c3ccccc32)cc1 (configuration not stated)	17	-7
O=[N+]([O-])c1ccc(Cl)c(S(=O)(=O)NC2=NCCC2)c1	-20	2
CN(C(=O)c1cn2ccccc2n1)c1c(N)n(Cc2ccccc2)c(=O)[nH]c1=O	6	-1
CC(NS(=O)(=O)c1ccc(CCC(=O)N2CCN(C)CC2)cc1)c1ccccc1 (configuration not stated)	4	8
COc1ccc(OCCOc2ccc(N(C)S(=O)(=O)c3ccccc3)cc2)cc1	-27	-1

The list continues.
SMILES	TAG inh	TAG inh DAPI viability
CCCN(CC1CC1)c1nc(N)c2c(N)nc(OC)cc2c1C#N	-5	21
CCCCCCOC(=O)Cc1c(C)nc(N)[nH]c1=O	-3	-3
CCOc1ccc(Nc2nc3ccccc3n2C)cc1	-9	14
Cc1ccc(C(=O)N2CCCCC2C(=O)O)cc1S(=O)(=O)N1CCCCC1 (configuration not stated)	-15	2
Cc1ccc2[nH]c(=O)c(CN(CCCN(C)C)C(=S)NCCc3ccccc3)cc2c1	19	-3
COc1ccc(-c2noc(CCCC(=O)N3CCOCC3)n2)cc1	3	-10
O=C(CCl)N=c1sccn1Cc1cccc2ccccc12	62*	2.8*
Cc1cc(C)nc(NC(=O)c2c(F)c(F)c(F)c(C(=O)Nc3cc(C)cc(C)n3)c2F)c1	1	-6

Compound profiles (already shown):
Profile of CCCN(CC1CC1)c1nc(N)c2c(N)nc(OC)cc2c1C#N : TAG inh: -5; TAG inh DAPI viability: 21
Profile of O=C(CCl)N=c1sccn1Cc1cccc2ccccc12 : TAG inh: 62*; TAG inh DAPI viability: 2.8*

Other structures.
SMILES	TAG inh	TAG inh DAPI viability
NS(=O)(=O)c1cc(C(=O)NCCc2ccccn2)ccc1Cl	-3	5
O=c1c2ccccc2nc(COc2ccccc2)n1/N=C/c1ccc(O)c(O)c1	19	-10
COc1ccc(CNC(=O)c2cccc(S(=O)(=O)N3CCCCC3)c2)cc1OC	-16	-4
COc1ccc(-c2ccc(CCC(=O)O)o2)cc1	-27	20
O=C(COC(=O)c1cccc2ccccc12)Nc1ncc(C(F)(F)F)cc1Cl	-7	2
CCC(=O)Oc1ccc(C(=O)Nc2ccccc2C(=O)NCC(C)C)cc1	-3	-8
CC(=O)CCc1oc2ccc(NC(C)=O)cc2c1-c1ccc(C)o1	23	5
COc1ccc(C(=O)C2CCCN(C(=O)CCC3=NNC(=O)CC3)C2)c(C)c1 (configuration not stated)	1	1

New compounds follow
SMILES	TAG inh	TAG inh DAPI viability
COc1ccc(OC)c(-c2c(C#N)c(N)nc3c2c(=O)nc2sccn23)c1	3	2
CC(=NNC(=O)c1ccncc1)c1cccc(Br)c1	2	0
O=C(NCc1nnc2c3ccccc3c(-c3ccccc3)nn12)c1ccccc1Cl	2	-6
Oc1ccc(-c2[nH]ncc2-c2cnn(-c3ccccc3)c2)c(O)c1	-1	2
COc1ccc(O)c(/C=N\NC(=O)CCn2nnc3ccccc32)c1	-7	-12
O=C(NCCC(=O)N1CCN(c2ccccn2)CC1)c1ccc([N+](=O)[O-])cc1	-8	7
COCCNc1nc2cc(-c3cccc(C(F)(F)F)c3)sc2c(=O)n1C	6	1
O=C(c1cccc(NS(=O)(=O)c2ccc(F)c(F)c2)c1)N1CCN(C(c2ccccc2)c2ccccc2)CC1	-18	1

(list continues)
SMILES	TAG inh	TAG inh DAPI viability
CCCOc1ccc(NC(N)=O)cc1OCCC	15	-1
O=C(COC(=O)/C=C/c1ccc(OC(F)F)cc1)NC1CCCCCCC1	0	2
CCCC(=O)N1CCCC1(C)C(=O)N(C)Cc1cccc2ccccc12 (configuration not stated)	-7	-1
COc1ccc(-c2noc(CSc3nc4ccccc4c(=O)n3-c3ccccc3)n2)cc1OC	-4	12
Cc1ccnc(NC(=O)CCC(=O)N(CC(=O)NCC2CCCO2)Cc2ccc(F)cc2)c1 (configuration not stated)	-9	-9
CCn1cc(S(=O)(=O)CC(=O)NC2CCCCC2)c2ccccc21	14	-2
O=C(CCC(=O)NNC(=O)Nc1cccc(Cl)c1)NCc1ccccc1	0	-7
CC1(C)Cc2c(c(-c3ccco3)nc3sc4c(NCCN5CCOCC5)ncnc4c23)CO1	19	82

(next part)
SMILES	TAG inh	TAG inh DAPI viability
CSc1nncn1/N=C/c1cc(Cl)ccc1F	0	8
O=C(Nc1ccc(OC(F)F)cc1)c1cc(S(=O)(=O)N2CCOCC2)ccc1N1CCCC1	6	-1
COc1ccc(Br)cc1/C=N/NC(=O)c1cccc(S(=O)(=O)N2CCOCC2)c1	-3	6
CNC(=O)c1c(NC(=O)c2ccc(S(=O)(=O)N3CCCCC3)cc2)sc2c1CCN(C(C)C)C2	-9	2
O=C(Nc1ncccc1O)c1c(O)c2ccccc2[nH]c1=O	8	0
COc1ccc(NC(=O)Nc2nnc([C@H]3C[C@H](O)[C@@H](CO)O3)s2)cc1	1	3
O=C(OCCN1CCCCC1)c1ccccc1Cl	-14	-2
O=C(Cn1cnc2ccccc2c1=O)NCCC(=O)N1CCN(Cc2ccccc2)CC1	-9	-3

Next part
SMILES	TAG inh	TAG inh DAPI viability
CC(C)CC(NC(=O)OC(C)(C)C)C(=O)NCc1ccccc1 (configuration not stated)	-8	1
Cc1ccc(Oc2nc(-c3ccccc3)ncc2S(C)(=O)=O)cc1	3	6
CC(C)=N/N=C(\N)SCc1ccccc1	-17	-3
CC1CCN(C(=O)/C(=C/c2ccccc2Cl)c2ccccc2)CC1	-27	-4
CCCCCC(=O)N1C[C@H](O)[C@@H](n2cc(C3CC3)nn2)C[C@@H]1c1ccc(Cl)cc1	-1	-4
CCC(C)N(C(=O)COC(=O)COc1c(C)cc(C)cc1C)C1CCS(=O)(=O)C1 (configuration not stated)	-6	7
Cc1nnc(NC(=O)c2cc(-c3ccncc3)nc3c(C)cccc23)s1	7	-5
CCCCCC(=O)NNC1CC(=O)N(c2cccc(OCC)c2)C1=O (configuration not stated)	5	-3

Among those listed so far, two contain a nitro group on carbon:
SMILES	TAG inh	TAG inh DAPI viability
O=[N+]([O-])c1ccc(Cl)c(S(=O)(=O)NC2=NCCC2)c1	-20	2
O=C(NCCC(=O)N1CCN(c2ccccn2)CC1)c1ccc([N+](=O)[O-])cc1	-8	7

Later entries.
SMILES	TAG inh	TAG inh DAPI viability
CCOC(=O)C1(C)CCN1C(=O)c1cccc(C#N)c1 (configuration not stated)	-1	-8
Cn1c(CN2CCOCC2)nnc1SCc1cccc(F)c1	17	-10
CC(C)(C)N(NC(=O)Nc1ccc(Cl)c(Cl)c1)C(=O)c1ccccc1	5	-4
CC(=O)c1ccc(N2C(=O)CC(N3CCN(S(=O)(=O)c4ccc(C)c(C)c4)CC3)C2=O)cc1 (configuration not stated)	15	-3
O=C(NCc1cccnc1)C1CC2c3ccccc3C1c1ccccc12 (configuration not stated)	12	-10
Cc1ccc(CN2CC(C(=O)NCCC3=CCCCC3)CC2=O)cc1 (configuration not stated)	5	-5
O=C(Cn1nc(Cc2cccnc2)c2ccccc2c1=O)Nc1cc(F)ccc1F	11	1
C[C@H](N=C1NS(=O)(=O)c2ccccc21)C(=O)OCc1cc([N+](=O)[O-])cc2c1OCOC2	-4	5

Continued.
SMILES	TAG inh	TAG inh DAPI viability
C/C(=N\NC(=O)c1nc2ccccn2c1C)c1ccco1	9	9
CCOC(=O)C1=C(C)N(CCCC(=O)O)C(=O)NC1c1ccc(Cl)cc1Cl (configuration not stated)	-25	-27
COc1ccc(S(=O)(=O)N2CCCCC2)cc1N(C)S(=O)(=O)c1ccccc1	-9	4
CCOc1ccc(N(CC(=O)N2CC=C(c3ccccc3)CC2)S(=O)(=O)c2c(C)noc2C)cc1	13	-6
CCN(CC(=O)Nc1ccc(NC(C)=O)cc1)S(=O)(=O)/C=C/c1ccccc1	-44	4
CC(OC(=O)CNC(=O)C12CC3CC(CC(C3)C1)C2)C(=O)Nc1ccc(S(N)(=O)=O)cc1 (configuration not stated)	5	2
NS(=O)(=O)c1ccc(CNC(=O)c2ccc(Cl)c(S(=O)(=O)NCc3ccccc3)c2)cc1	8	4
COc1ccc(C2(C)NC(=O)N(CC(=O)c3ccc4c(c3)OCO4)C2=O)cc1 (configuration not stated)	5	-5

Next structures follow.
SMILES	TAG inh	TAG inh DAPI viability
COCCn1c(Sc2nc(C)cs2)nc2c1c(=O)[nH]c(=O)n2C	-11	10
Cc1cc(C(=O)COC(=O)c2ccc(O)cc2)c(C)n1CC(F)(F)F	23	-8
COc1cc(NC(=O)C2CCN(S(=O)(=O)c3cccc4nonc34)CC2)cc(OC)c1	17	-2
Cc1cc(C)n2c(SCC(=O)NC3CCCCC3C)nnc2n1 (configuration not stated)	7	1
CN(Cc1cccs1)C(=O)CN1CCN(S(=O)(=O)c2ccc3c(c2)OCCCO3)CC1	-8	7
COc1ccc(CC(=O)Nc2ccc(S(=O)(=O)N3CCC(C)CC3)cc2)c(OC)c1	4	6
Cc1[nH]c2ccccc2c1Cc1n[nH]c(=S)n1C	-5	12
O=C(CCCOc1ccc(Br)cc1)NNC(=O)c1ccncc1	-5	4

The final 3 entries of the part before open the next one:
SMILES	TAG inh	TAG inh DAPI viability
COc1ccc(CC(=O)Nc2ccc(S(=O)(=O)N3CCC(C)CC3)cc2)c(OC)c1	4	6
Cc1[nH]c2ccccc2c1Cc1n[nH]c(=S)n1C	-5	12
O=C(CCCOc1ccc(Br)cc1)NNC(=O)c1ccncc1	-5	4
NC(=O)c1cnn2c(-c3cccc(C(F)(F)F)c3)ccnc12	-8	11
COc1cccc(NC(=O)CN(C)C(=O)c2cc(-c3ccco3)nc3ccccc23)c1	3	4
CCOC(=O)c1c(C)n(C)c2cc(Br)c(OC)cc12	11	4
Cc1ccc(NC(=O)NCCCN2CCCC2=O)c(C)c1	0	8
O=C(NNC1CC(=O)N(c2ccccc2)C1=O)c1ccccc1Cl (configuration not stated)	-1	-3
CCOC(=O)C1=C(c2ccccc2)NC(SC)=C(C#N)C1c1cccnc1 (configuration not stated)	-1	2
COc1ccc(S(=O)(=O)N2CCN(Cc3cccnc3)CC2)cc1	-6	3
COc1ccccc1NC(=S)N/N=C1\CC(C)(C)Oc2ccc(O)cc21	37	4

Retrieved by structure from the list above, 2 records:
SMILES	TAG inh	TAG inh DAPI viability
CCOC(=O)C1=C(c2ccccc2)NC(SC)=C(C#N)C1c1cccnc1 (configuration not stated)	-1	2
Cc1ccc(NC(=O)NCCCN2CCCC2=O)c(C)c1	0	8

New compounds follow:
SMILES	TAG inh	TAG inh DAPI viability
O=C(COc1ccc(Br)cc1F)Nc1nnc(C2CC2)s1	-2	-4
CCOc1ccc(N2C(=O)c3ccccc3C2O)cc1 (configuration not stated)	-1	4
CN1C(=O)C(Cl)(Cl)C(=O)c2ccccc21	22	-12
COC(=O)c1ccc2[nH]c(CO)c(-c3ccccc3)c2c1	0	2
CCCCc1nc(N2CCOCC2)c(C#N)c2c1CCCC2	-3	0
CC(C)c1ccc(CN2CCC(C(=O)NCc3cccnc3)CC2)cc1	-12	13

These rows are one share of the data; the hit share may differ from the screen's.
